RGS7-Gao reg – RGS7-Galphao binding modulators, primary screen, biochemical, multiplexed bead flow cytometry | Guanine nucleotide-binding protein G(o) subunit alpha (Homo sapiens), P09471 | actives lie on both sides | binding response (% of control), % at 10 µM | 220,000 compounds, 0.35% hits | AID 1439, 2008; in the data active = binding response below about 49% or above about 150%; inconclusive = no clear call, values can overlap the other calls; inactive = in between;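 note: fluorescent Galphao held in activated GDP-AlF4 state binding bead-coupled RGS7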
Bcl-XL Bim block – inhibitors of Bim-Bcl-XL binding, primary screen, biochemical, multiplexed, bead flow cytometry, human Bcl-XL. Bcl-2-like protein 1 (Homo sapiens), Q07817. Bim peptide-Bcl-XL binding, fluorescence. inhibition, % at 10 µM. 190,000 compounds, 0.04% hits. AID 1007, 2008
Bim-Bcl-2 – inhibitors of Bim-Bcl-2 binding, primary screen, biochemical, multiplexed, human Bcl-2 family. Bead-based flow cytometry, Bim peptide-Bcl-2 binding. inhibition, % at 10 µM. 190,000 compounds, 0.06% hits; in the data active = inhibition above about 40%; inconclusive = no clear call, values can overlap the other calls;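 note: 0% = no compound wells with probe peptide and 100% = reference peptide inhibitor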
ABCB1 inh – ABCB1 efflux pump inhibitors, primary screen, cell-based, multiplex, flow cytometry, ABCG2 counter-screen; ATP-dependent translocase ABCB1 (Homo sapiens), P08183; CCRF-Adr cells, JC-1 efflux; inhibition, % at 6.6 µM; 190,000 compounds, 0.067% hits; in the data active = inhibition above about 40%;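 note: 0% = vehicle and 100% = reference inhibitor; higher value means more JC-1 retained so stronger ABCB1 efflux block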
Target sequence (P08183 whole entry, looked up): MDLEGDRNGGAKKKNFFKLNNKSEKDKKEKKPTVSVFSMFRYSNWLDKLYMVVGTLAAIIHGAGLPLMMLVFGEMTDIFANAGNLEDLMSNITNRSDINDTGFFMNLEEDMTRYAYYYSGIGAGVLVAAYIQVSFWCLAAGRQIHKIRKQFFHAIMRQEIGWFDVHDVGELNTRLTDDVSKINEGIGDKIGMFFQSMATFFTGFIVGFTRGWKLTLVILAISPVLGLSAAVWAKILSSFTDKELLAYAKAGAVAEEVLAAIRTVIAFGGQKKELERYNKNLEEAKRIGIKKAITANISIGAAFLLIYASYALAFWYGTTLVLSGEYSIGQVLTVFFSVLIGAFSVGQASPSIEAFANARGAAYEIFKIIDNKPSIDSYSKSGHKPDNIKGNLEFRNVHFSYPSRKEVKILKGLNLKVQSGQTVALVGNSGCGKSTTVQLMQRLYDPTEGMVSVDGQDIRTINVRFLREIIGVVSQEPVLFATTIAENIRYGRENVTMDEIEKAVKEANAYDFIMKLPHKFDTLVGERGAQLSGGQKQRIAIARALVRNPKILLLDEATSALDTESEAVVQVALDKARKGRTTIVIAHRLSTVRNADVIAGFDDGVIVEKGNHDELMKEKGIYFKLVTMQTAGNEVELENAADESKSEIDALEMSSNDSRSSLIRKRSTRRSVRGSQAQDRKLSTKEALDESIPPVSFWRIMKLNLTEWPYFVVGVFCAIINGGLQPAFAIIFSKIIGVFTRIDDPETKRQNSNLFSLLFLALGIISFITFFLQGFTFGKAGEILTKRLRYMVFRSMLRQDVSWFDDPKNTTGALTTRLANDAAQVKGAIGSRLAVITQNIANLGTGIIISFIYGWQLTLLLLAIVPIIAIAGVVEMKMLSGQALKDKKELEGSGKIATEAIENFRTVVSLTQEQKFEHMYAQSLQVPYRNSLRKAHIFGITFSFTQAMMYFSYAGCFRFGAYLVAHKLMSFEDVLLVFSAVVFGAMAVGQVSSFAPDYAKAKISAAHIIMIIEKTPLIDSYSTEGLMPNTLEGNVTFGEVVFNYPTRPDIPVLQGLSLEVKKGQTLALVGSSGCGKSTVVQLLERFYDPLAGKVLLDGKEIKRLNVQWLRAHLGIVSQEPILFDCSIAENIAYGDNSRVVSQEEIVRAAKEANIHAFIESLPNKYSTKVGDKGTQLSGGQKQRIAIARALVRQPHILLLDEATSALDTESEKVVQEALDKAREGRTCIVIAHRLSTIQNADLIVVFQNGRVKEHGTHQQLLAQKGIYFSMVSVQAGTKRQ
RGS4-Gao reg – modulators of RGS4 binding to Galphao, primary screen, biochemical, multiplexed bead flow cytometry. Guanine nucleotide-binding protein G(o) subunit alpha (Homo sapiens), P09471. actives lie on both sides. binding response (% of control), % at 10 µM. 220,000 compounds, 0.33% hits. AID 1415, 2008; in the data active = binding response below about 49% or above about 150%; inactive = in between;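 note: fluorescent Galphao activated with aluminum fluoride binding bead-coupled RGS4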
RGS8-Gao reg – RGS8-Galphao binding modulators, primary screen, biochemical, multiplexed bead flow cytometry; actives lie on both sides; Guanine nucleotide-binding protein G(o) subunit alpha (Homo sapiens), P09471; response (percent of control binding), % at 10 µM; AID 1423, 2008; 220,000 compounds, 0.34% hits; in the data active = response below about 60% or above about 140%; inactive = in between;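 note: Galphao activated as the GDP aluminium fluoride complex binding bead-coupled RGS8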
Bfl-1 Bim block – inhibitors of Bim binding to Bfl-1, primary screen, biochemical, multiplexed, bead-based flow cytometry | Bcl-2-related protein A1 (Homo sapiens), Q16548 | Bim-Bfl-1 binding inhibition | inhibition, % at 10 µM | 190,000 compounds, 0.12% hits;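 note: 0% = wells without compound plus tracer and 100% = blocker peptide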
Bim-Mcl-1 – inhibitors of Bim peptide binding to Mcl-1, primary screen, biochemical, bead-based flow cytometry, multiplex; Induced myeloid leukemia cell differentiation protein Mcl-1 (Homo sapiens), Q07820; Bim peptide-Mcl-1 binding; inhibition, % at 10 µM; 190,000 compounds, 0.1% hits; AID 1009, 2008;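 note: 0% = no compound tracer wells and 100% = peptide blocker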
Bcl-B Bim block – inhibitors of Bim-Bcl-B binding, primary screen, biochemical, multiplexed, human Bcl-2 family | Bcl-2-like protein 10 (Homo sapiens), Q9HD36 | bead-based flow cytometry, Bim peptide-Bcl-B binding | inhibition, % at 10 µM | 190,000 compounds, 0.073% hits | AID 951, 2007;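 note: 0% = tracer peptide without compound and 100% = reference inhibitor peptide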
ABCG2 inh – ABCG2 efflux pump inhibitors, primary screen, multiplex with ABCB1, IgMXP3 cells, flow cytometry; JC-1 efflux; inhibition, % at 6.6 µM; 190,000 compounds, 0.1% hits;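 active = inhibition above 80%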;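 note: 0% = DMSO and 100% = nicardipine control wells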
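System: two drug-resistant human cell lines, ABCG2 and ABCB1; controls: nicardipine high and DMSO low controls; times: 10 min exposure at 25 °C with rotation, no wash; detection: flow cytometry of retained JC-1 fluorescence; read-out basis: percent efflux inhibition, scaled nicardipine 100% to DMSO 0%; doses: one concentration, 6.6 µM final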
Bim-Bcl-W – inhibitors of Bim binding to Bcl-W, primary screen, biochemical, multiplexed, bead-based flow cytometry | AID 952, 2007 | 190,000 compounds, 0.02% hits | Bim peptide-Bcl-W binding | Bcl-2-like protein 2 (Homo sapiens), Q92843 | inhibition, % at 10 µM;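 note: 0% = bound tracer without compound and 100% = peptide blocker; higher means less fluorescent Bim peptide bound to Bcl-W beads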
Active calls of the source: *; ? = inconclusive. Cut-off read from the data, not from the text of the source, unless noted: active = inhibition above about 40%.

SMILES	RGS7-Gao reg	Bcl-XL Bim block	Bim-Bcl-2	ABCB1 inh	RGS4-Gao reg	RGS8-Gao reg	Bfl-1 Bim block	Bim-Mcl-1	Bcl-B Bim block	ABCG2 inh	Bim-Bcl-W
COc1ccc(-c2cn(-c3ccc(SC(F)F)cc3)c3[n+]2CCC3)cc1OC	103.4	-10.0	-4.0	0.0	100.2	103.8	0.0	-5.0	-8.0	-1.1	-6.0
CC1=CC(=O)C=C(C)C1=NOc1ccc([N+](=O)[O-])cc1	104.1	-6.0	0.0	0.3	102.3	102.8	-4.0	-2.0	-5.0	1.4	-4.0
CC(C)Cn1nnc2c(=O)oc3ccccc3c21	98.6	-3.0	-4.0	0.3	94.9	104.7	0.0	0.0	-3.0	1.4	1.0
O=C(c1cc2ccccc2o1)N1CCN(S(=O)(=O)c2cccs2)CC1	101.4	-7.0	-15.0	1.3	100.5	100.6	-20.0	-5.0	-8.0	0.2	-5.0
Cc1cnn(CCC(=O)NNC(=S)Nc2cccc(Cl)c2)c1	102.4	-2.0	1.0	0.4	101.3	98.7	7.0	-1.0	-16.0	2.8	3.0
O=C(Nc1cccc2cccc(NC(=O)c3ccco3)c12)c1ccco1	94.9	0.0	0.0	0.6	92.0	99.0	4.0	0.0	0.0	4.6	1.0
CCOC(=O)C1=C(C)NC2=C(C(=O)CCC2)C1c1ccc(O)c(OCC)c1 (stereo unspecified)	99.9	-3.0	-8.0	0.8	99.7	109.7	-2.0	-2.0	-7.0	2.4	-2.0
COC(=O)c1cc(Br)c(=O)n(-c2ccc(F)cc2)c1	98.2	-2.0	-3.0	0.3	100.6	99.7	-13.0	0.0	-2.0	2.4	0.0
Cc1ccnc(NC(=O)c2ccc(N3C(=O)CCC3=O)cc2)c1	101.0	-1.0	-2.0	0.6	97.0	100.2	-1.0	-2.0	0.0	2.6	-3.0
CCCn1c(C)cc(C(=O)COC(=O)c2ccc(Cl)c(S(=O)(=O)N3CCCC3)c2)c1C	98.0	9.0	-10.0	7.2	96.5	98.9	-12.0	0.0	-7.0	15.5	3.0
CCN(CC)Cc1c(O)c(Cl)cc2c(C)c(C)c(=O)oc12	89.4	5.0	-9.0	0.2	96.6	98.8	-14.0	-2.0	-8.0	0.7	0.0
COc1ccc(/C=C/C(=O)OCC(=O)Nc2cccc(C(C)=O)c2)cc1	103.1	-3.0	0.0	0.3	101.0	97.0	-11.0	0.0	-2.0	13.5	-2.0
O=c1c(Cl)c(N2CCN(c3ccc(F)cc3)CC2)cnn1C12CC3CC(CC(C3)C1)C2	111.2	0.0	-7.0	2.7	104.2	104.8	-7.0	-4.0	-1.0	1.1	-6.0
COc1ccc(CC(=O)OCc2cc3ccc(C)cc3[nH]c2=O)cc1	98.0	-8.0	-9.0	-0.7	100.8	99.5	-12.0	-3.0	-9.0	0.8	-4.0
CCO[C@H]1OC(C(N)=O)=C[C@@H](c2coc3ccccc3c2=O)[C@@H]1CCCO	103.9	3.0	-3.0	1.0	98.9	100.8	5.0	-4.0	5.0	2.8	-2.0
Cn1cnc2nc3n(c2c1=O)CCC3	92.4	-4.0	-2.0	0.7	99.5	100.3	-3.0	-15.0	-4.0	4.8	-6.0
O=C(CSc1nnc(-c2ccccc2)n1C1CCCCC1)Nc1ccc(S(=O)(=O)Nc2ccccn2)cc1	98.6	-1.0	-6.0	0.3	101.6	99.8	-2.0	-1.0	-2.0	1.0	-2.0
O=C(Cn1c(=O)n(-c2ccc(F)cc2)c(=O)c2sccc21)c1ccccc1	100.6	-1.0	1.0	-0.3	104.4	104.5	0.0	-3.0	-3.0	0.1	-1.0
CC1(NC(=O)C2CCCCC2)CCS(=O)(=O)C1 (stereo unspecified)	?	0.0	-1.0	0.6	97.0	100.1	2.0	-4.0	2.0	7.3	-2.0
Cc1cc(C(=O)CN2C(=O)C(=O)N(Cc3ccccc3)C2=O)c(C)n1-c1ccc2c(c1)OCCO2	101.7	-1.0	-3.0	1.5	105.4	104.8	-1.0	31.0	-1.0	3.4	2.0
C=CCN1C(=O)C(Cc2ccc(OC)cc2)S/C1=N/N=C/c1ccco1 (stereo unspecified)	97.3	-6.0	-7.0	2.1	99.9	100.2	-8.0	-3.0	-5.0	7.9	-2.0
COC(=O)C(NC(C)=O)(Nc1nc2ccc(C)cc2s1)C(F)(F)F (stereo unspecified)	107.9	-6.0	-11.0	1.2	102.3	101.6	-13.0	-1.0	-10.0	5.0	0.0
COc1ccccc1CNC(=O)C1CCN(Cc2nc(-c3cccc(Cl)c3)oc2C)CC1	98.6	-8.0	-4.0	0.3	102.8	104.0	-8.0	1.0	-6.0	0.0	0.0
CS(=O)(=O)N(CC(=O)O)c1ccc(Oc2ccccc2)cc1	104.0	-4.0	-1.0	0.9	103.1	105.4	-1.0	-1.0	-3.0	-2.2	-4.0
O=[N+]([O-])c1cc(-c2cnc3ccccc3n2)ccc1Oc1ccc(F)cc1	104.1	-3.0	-8.0	0.3	102.5	100.4	-11.0	2.0	-6.0	8.5	0.0
COc1ccc(S(=O)(=O)N2CCCC2C(=O)Nc2ccc(O)cc2)cc1 (stereo unspecified)	96.8	-4.0	-8.0	0.8	98.9	98.5	-7.0	-1.0	-9.0	2.7	-7.0
N#C/C(=C\c1ccc(O)c(O)c1)C(=O)NCCCc1ccccc1	61.5	5.0	10.0	-0.4	62.7	69.1	9.0	5.0	3.0	1.4	4.0
Cc1ccc(Sc2cc(Cl)nc(N)n2)cc1	104.5	0.0	-4.0	1.0	105.4	105.7	2.0	-2.0	-3.0	3.1	1.0
CC(C)=C(NC(=O)c1ccccc1)C(=O)Nc1cccc(C(=O)O)c1	101.4	-4.0	-4.0	0.2	104.9	103.3	-6.0	0.0	-3.0	0.2	-2.0
COc1ccc(CCNC(=O)CSc2ccc(-c3cccs3)nn2)cc1	100.5	-5.0	-3.0	0.1	98.8	99.2	-6.0	-1.0	-1.0	2.4	-2.0
COc1ccc(-c2nc(C#N)c(NCc3ccc(F)cc3)o2)cc1OC	100.0	-3.0	-4.0	0.5	98.8	100.2	-5.0	-2.0	-2.0	1.4	-2.0
CC(C)(C)c1nnc(SCC(=O)c2ccccc2)n(N)c1=O	98.6	-9.0	-2.0	0.5	91.3	101.5	0.0	-4.0	-5.0	6.9	-2.0
COc1ccc(S(=O)(=O)N/N=c2\oc3c(OC)cccc3cc2S(=O)(=O)c2ccc(C)cc2)cc1OC	99.0	-2.0	-3.0	5.3	103.5	102.0	-2.0	-2.0	-7.0	-0.8	-1.0
Cc1ccc(S(=O)(=O)CCC(=O)OCc2ccc(Cl)cc2)cc1	100.8	-3.0	0.0	-0.3	101.2	97.0	0.0	-1.0	-5.0	-3.7	-3.0
COc1ccc(/C=C2/SC(c3ccc(C)cc3)=NC2=O)cc1OC	111.8	-4.0	0.0	3.5	97.5	90.7	-1.0	-5.0	-28.0	24.7	2.0
CN1C(=O)NC(c2ccc(O)cc2)C2=C1CN(c1cccc3ccccc13)C2=O (stereo unspecified)	113.8	0.0	-7.0	-0.1	112.4	114.2	-9.0	0.0	-4.0	-1.2	-5.0
O=C(CCCN1C(=O)/C(=C/c2cccc(Br)c2)SC1=S)Nc1cccnc1	99.9	-2.0	-2.0	0.9	95.1	97.5	-6.0	1.0	-8.0	17.4	-3.0
COc1nc2ccccc2nc1CCC(=O)O	96.2	-3.0	0.0	0.3	97.6	100.4	-4.0	-2.0	-2.0	1.0	0.0
C=CCNC(=S)NCCCCC1NC(=S)N(CC=C)C1=O (stereo unspecified)	129.5	0.0	-7.0	-0.9	122.8	99.8	-22.0	1.0	1.0	-3.8	0.0
O=S(=O)(Nc1ccccc1)c1ccc(Oc2ncc(C(F)(F)F)cc2Cl)cc1	102.8	-10.0	-6.0	0.1	103.4	101.5	-9.0	0.0	-8.0	-0.1	2.0

Full records, looked up by structure. Screens in order: RGS7-Gao reg | Bcl-XL Bim block | Bim-Bcl-2 | ABCB1 inh | RGS4-Gao reg | RGS8-Gao reg | Bfl-1 Bim block | Bim-Mcl-1 | Bcl-B Bim block | ABCG2 inh | Bim-Bcl-W
Cc1ccc(S(=O)(=O)CCC(=O)OCc2ccc(Cl)cc2)cc1 across the screens: 100.8 | -3.0 | 0.0 | -0.3 | 101.2 | 97.0 | 0.0 | -1.0 | -5.0 | -3.7 | -3.0
COc1ccc(CCNC(=O)CSc2ccc(-c3cccs3)nn2)cc1 across the screens: 100.5 | -5.0 | -3.0 | 0.1 | 98.8 | 99.2 | -6.0 | -1.0 | -1.0 | 2.4 | -2.0
O=S(=O)(Nc1ccccc1)c1ccc(Oc2ncc(C(F)(F)F)cc2Cl)cc1 across the screens: 102.8 | -10.0 | -6.0 | 0.1 | 103.4 | 101.5 | -9.0 | 0.0 | -8.0 | -0.1 | 2.0

(next part)
SMILES	RGS7-Gao reg	Bcl-XL Bim block	Bim-Bcl-2	ABCB1 inh	RGS4-Gao reg	RGS8-Gao reg	Bfl-1 Bim block	Bim-Mcl-1	Bcl-B Bim block	ABCG2 inh	Bim-Bcl-W
CCCOC(=O)C1=C(C)NC2=C(C(=O)CCC2)C1c1cccs1 (stereo unspecified)	82.2	-7.0	-5.0	0.1	82.2	65.0	-5.0	-6.0	-4.0	37.2	-3.0
CCOC(=O)c1[nH]c(C)c(C(=O)O)c1C	100.7	-7.0	-12.0	4.7	99.2	100.7	-15.0	-1.0	-7.0	14.9	-1.0
CCC(NC(=O)Nc1ccc(O)cc1)(C(F)(F)F)C(F)(F)F	99.0	8.0	-9.0	-2.2	99.0	99.6	-10.0	-1.0	-9.0	-3.2	-3.0
O=C(CCC(=O)OCC(=O)c1ccccc1)Nc1cccc(Cl)c1	102.2	-5.0	-4.0	-3.0	98.7	102.3	-1.0	-4.0	-7.0	-8.1	-4.0
O=C(CCS(=O)(=O)c1ccccc1)Nc1cccc2c1C(=O)NC2=O	99.3	-2.0	-6.0	1.5	103.0	103.3	-5.0	-2.0	-6.0	3.0	-2.0
COc1ccc(NS(=O)(=O)c2cc(NC(=O)c3ccncc3)ccc2N2CCOCC2)cc1	112.0	-3.0	0.0	-0.3	103.3	103.7	1.0	-3.0	-7.0	1.5	-3.0
COc1ccccc1NC(=S)N1CCOCC1	104.2	-6.0	-5.0	0.4	107.8	107.5	-3.0	-4.0	-9.0	1.9	-5.0

From PubChem
